HTR1E agonist: 5-HT1E receptor agonists, primary screen, cell-based, HTS; 5-hydroxytryptamine receptor 1E (Homo sapiens), P28566; CHO 5-HT1E Ga15 NFAT-bla reporter, FRET; 0% DMSO wells, 100% control agonist wells; activation, % at 6 µM; hit rate 0.69% among 65,000; AID 574, 2007;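 active = activation above a set limit, the screen-wide mean activation plus 3 SD, cut at about 8.5% in these data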;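 also: 100% = positive control agonist at 1 µM giving full maximal response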
Target sequence (P28566 whole entry, looked up): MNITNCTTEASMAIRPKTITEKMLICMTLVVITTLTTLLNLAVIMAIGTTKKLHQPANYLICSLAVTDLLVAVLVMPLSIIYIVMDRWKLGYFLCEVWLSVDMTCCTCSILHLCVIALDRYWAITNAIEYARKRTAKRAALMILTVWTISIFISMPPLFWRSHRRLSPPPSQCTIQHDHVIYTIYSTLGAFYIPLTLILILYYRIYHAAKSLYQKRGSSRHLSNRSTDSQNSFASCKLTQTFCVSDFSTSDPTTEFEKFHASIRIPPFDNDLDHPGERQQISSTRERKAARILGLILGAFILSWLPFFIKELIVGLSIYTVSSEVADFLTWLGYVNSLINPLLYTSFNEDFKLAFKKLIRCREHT
Jurkat tox 60K: cytotoxicity toward Jurkat T cells, primary screen, cytotoxicity control, cell-based, Jurkat E6.1, 60K MLSMR library; inhibition, % at 4 µM; hit rate 1.2% among 56,000; AID 463, 2006; Jurkat E6.1 viability, ATP luminescence, 48 h;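 active = inhibition above the mean inhibition of all tested compounds plus 3 SD, cut at about 28% in these data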
S1P1 ag pot: S1P1 agonists and agonism potentiators, primary screen, cell-based, primary and confirmation screens, CRE-bla reporter. Sphingosine 1-phosphate receptor 1 (Homo sapiens), P21453. S1P1 CRE-bla cells, forskolin, beta-lactamase FRET, potentiator mode; S1P1 agonist co-added at EC20, 2 nM; 100% = saturating reference agonist, 0% = basal. activation, % at 9.5 µM. hit rate 0.57% among 56,000;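 active = activation above a cutoff set at the mean activation of all tested compounds plus 3 SD, cut at about 54% in these data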;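 also: forskolin at 4 µM as EC80 and the EC20 agonist is SEW2871; 100% = SEW2871 at its EC100 plus forskolin at EC80; some compounds past the cut are filed as inactive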
Target sequence (P21453 whole entry, looked up): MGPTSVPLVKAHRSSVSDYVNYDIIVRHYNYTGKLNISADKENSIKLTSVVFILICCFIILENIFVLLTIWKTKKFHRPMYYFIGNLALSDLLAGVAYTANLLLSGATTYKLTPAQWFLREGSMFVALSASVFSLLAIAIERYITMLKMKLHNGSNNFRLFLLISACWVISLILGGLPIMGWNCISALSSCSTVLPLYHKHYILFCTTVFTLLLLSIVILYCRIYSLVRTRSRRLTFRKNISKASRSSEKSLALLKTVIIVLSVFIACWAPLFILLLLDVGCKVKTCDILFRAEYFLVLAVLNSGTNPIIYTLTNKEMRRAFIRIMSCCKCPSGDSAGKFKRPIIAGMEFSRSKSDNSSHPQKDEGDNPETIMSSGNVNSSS
HEK293 NFkB inh: inhibitors of PMA/ionomycin-induced NF-kB reporter, primary screen, antigen receptor NF-kB inhibitor project, cell-based, HEK-293 luciferase reporter, luminescence | inhibition, % at 3 µM | HEK-293 NF-kB luciferase reporter | AID 465, 2006 | hit rate 0.21% among 62,000;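 active = inhibition above the mean of all tested compounds plus 3 SD, cut at about 40% in these data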;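 also: 0% = stimulated DMSO wells and 100% = 10 µM reference inhibitor 5653914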
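System: NF-kB luciferase reporter HEK-293 cells | Replication: Single test | Control set: DMSO vs reference inhibitor | Evaluation: % inhibition | Schedule: 1 h pretreatment, 16 h stimulation, 37 °C | Probe or stimulus: PMA with ionomycin | Compound dosing: One dose, 3 µM | Detection: Luciferase luminescence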
S1P3 ag: human S1P3 receptor agonists, primary screen, cell-based, primary and confirmation, NFAT-BLA reporter; hit rate 0.1% among 60,000; Sphingosine 1-phosphate receptor 3 (Homo sapiens), Q99500; activation, % at 4.5 µM; AID 373, 2006; S1P3 NFAT-BLA reporter cells, agonism, FRET ratio; relative to 1 µM S1P, basal subtracted;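 active = activation above the screen-wide mean plus 3 SD, cut at about 4.5% in these data, passing the limit was not always enough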; also: some compounds called inactive have numbers as strong as hits
Target sequence (Q99500 whole entry, looked up): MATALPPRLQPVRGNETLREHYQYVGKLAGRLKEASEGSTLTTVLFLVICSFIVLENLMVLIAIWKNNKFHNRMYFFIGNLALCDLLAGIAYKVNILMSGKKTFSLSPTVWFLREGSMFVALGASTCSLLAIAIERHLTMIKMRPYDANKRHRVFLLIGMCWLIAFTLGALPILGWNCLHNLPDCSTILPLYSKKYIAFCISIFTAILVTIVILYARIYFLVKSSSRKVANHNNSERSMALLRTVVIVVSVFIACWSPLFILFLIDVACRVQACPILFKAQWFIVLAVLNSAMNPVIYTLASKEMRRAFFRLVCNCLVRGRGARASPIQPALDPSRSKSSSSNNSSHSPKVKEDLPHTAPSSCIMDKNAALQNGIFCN
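Assay system: stable CHO line with human S1P3, Gα16, NFAT-BLA reporter; Detection: FRET β-lactamase substrate fluorescence, excitation 405 nm, 460/535 nm emission ratio, background-subtracted; Read-out: percent activation versus median 1 µM S1P response, basal-subtracted, per plate; Incubation: cells plated overnight, compound 4 h 37 °C, substrate 2 h RT.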
HTR1E antagonist: 5-HT1E receptor antagonists, primary screen, cell-based, HTS. 5-hydroxytryptamine receptor 1E (Homo sapiens), P28566. CHO 5-HT1E Ga15 NFAT-bla reporter, FRET, antagonist. inhibition, % at 6 µM. hit rate 0.99% among 65,000. AID 571, 2007;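 active = inhibition above a set limit, the mean inhibition across every tested compound plus 3 SD, cut at about 29% in these data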;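 also: signal is the 460 over 535 nm emission ratio of beta-lactamase substrate; 0% = agonist plus DMSO wells and 100% = wells without agonist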
D1 allo mod: D1 CRE-luciferase signal change, two-sided – cell-based, HEK293 D1, dopamine EC30, D1 allosteric modulator project, primary screen. D(1A) dopamine receptor (Homo sapiens), P21728. dopamine EC30 potentiation; actives deviate in either direction. B-score at 10 µM. hit rate 5.9% among 58,000;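 active = luminescence count or its row- and column-corrected plate score outside the 99.7% band of the plate's sample wells, on either side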
5-HT1A blocker: human 5-HT1a receptor antagonists, primary screen, cell-based, CHO, Ga15 NFAT-bla reporter. 5-hydroxytryptamine receptor 1A (Homo sapiens), P08908. CHO 5-HT1a Ga15 NFAT-bla reporter, antagonist mode. inhibition, % at 10 µM. hit rate 0.68% among 62,000;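 active = inhibition above the mean of all tested compounds plus 3 SD, cut at about 43% in these data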;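 also: receptor stimulated by 5-CT agonist at 100 nM near EC80; beta-lactamase reporter measured by ratiometric fluorescence of a cleavable substrate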
5HT1a ag: human 5-HT1a receptor agonists, primary screen, cell-based, CHO, Ga15 NFAT-bla reporter; CHO 5-HT1a Ga15 NFAT-bla reporter, FRET ratio; 0% basal, 100% maximal reference agonist; AID 567, 2006; hit rate 0.56% among 65,000; activation, % at 10 µM;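 active = activation above the screen-wide mean activation plus 3 SD, cut at about 19% in these data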;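 also: 0% = DMSO wells and 100% = 5-CT at EC100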
The depositor's hits bear a star; . = not tested or not shown.

SMILES | HTR1E agonist | Jurkat tox 60K | S1P1 ag pot | HEK293 NFkB inh | S1P3 ag | HTR1E antagonist | D1 allo mod | 5-HT1A blocker | 5HT1a ag
O=C(CSc1nc2ccccc2n1CC(=O)N1CCCC1)N1CCN(C(=O)c2ccco2)CC1 | -0.3 | -5 | -1 | 3 | -0.1 | -2 | -0.35 | 1 | -2.8
Cc1cc(C)c2oc(-c3ccc(Cl)c(NC(=O)c4ccc(C#N)cc4F)c3)nc2c1 | 0.5 | -3 | 12 | 6 | -0.3 | -15 | 0.31 | -14 | -0.5
CC(=O)NC(CCS(C)(=O)=O)C(=O)Nc1ccccc1Cl (stereo not drawn) | -0.6 | 0 | -28 | 11 | 0.8 | -2 | 0.41 | -4 | -4.5
O=c1oc2ccccc2n1CCc1ccccc1 | 0.1 | -10 | 5 | 6 | -0.4 | -12 | -0.083 | 0 | -3.6
COc1cccc(NC(=O)CNC(=O)c2ccccc2)c1 | 0.3 | -2 | 10 | -6 | -1.0 | -7 | 0.68 | -13 | 0.3
CC(=O)c1c(C)[nH]c(C(=O)NC2CCCCC2)c1C | -0.3 | 0 | 10 | 20 | -0.5 | 2 | -0.56 | 0 | -5.0
CCCCn1c(SCC(=O)NCC2CCCO2)nc2ccc(N3CCOCC3)cc2c1=O (stereo not drawn) | 0.1 | . | . | 9 | . | -2 | 0.25 | -4 | -2.4
O=C(c1csc2ccccc12)N1CCN(c2ccccn2)CC1 | 1.5 | 13 | 3 | 12 | -1.3 | 9 | . | -5 | 0.2
COc1cc2c(=O)n(-c3ccc(C)cc3)c(=O)n(CC(=O)c3ccc4c(c3)OCO4)c2cc1OC | 0.6 | -1 | -19 | -8 | -0.5 | -3 | -1 | -3 | -0.7
COCCn1c(C)cc(C(=O)COC(=O)CCN2C(=O)c3ccccc3C2=O)c1C | 0.5 | 1 | 0 | 12 | 0.8 | -3 | 0.44 | -13 | -0.3
COc1cc2nc(C3CC3)n(NC(=O)c3ccc(Cl)cc3)c(=O)c2cc1OC | -0.3 | 11 | 12 | 11 | -0.7 | 11 | . | 10 | -1.9
Cn1c(SCC(=O)c2ccc(F)cc2)nnc1-c1ccccc1N | 1.3 | 1 | -4 | -8 | -0.4 | 1 | -0.53 | 0 | -2.7
CCOC(=O)C1CCN(c2nc(-c3ccccc3)nc3c2oc2ccccc23)CC1 | 1.5 | 4 | 3 | 16 | -0.5 | 2 | 0.15 | -4 | 2.2
Cc1c(Cl)cccc1Nc1nc(N)nc(CSCCO)n1 | 0.9 | 10 | 13 | 6 | -1.0 | 8 | -0.076 | 11 | -3.8
COc1ccc(C)cc1-n1nnnc1SCC(=O)Nc1cc(C)on1 | 1.3 | -1 | 19 | 17 | 0.1 | -5 | 1.9 | 9 | -0.7
Cc1ccc(NC(=O)Cn2c(=O)n(Cc3ccco3)c(=N)c3c4c(sc32)COC(C)(C)C4)cc1 | 0.9 | 7 | -14 | 6 | -0.4 | -15 | . | 6 | -3.4
COc1ccccc1CNC(=O)CCN1C(=O)COc2ccccc21 | -0.9 | 0 | -9 | 14 | -0.7 | 5 | 0.75 | -4 | 4.5
Cc1nn(-c2ccccn2)c2c1-c1nc(N)ncc1CC2 | 0.6 | -7 | 22 | 0 | 0.0 | 16 | -0.3 | -6 | 0.4
O=C(c1ccccc1Br)N1CCN(c2ccccc2)CC1 | -0.2 | 1 | 19 | 13 | -1.0 | 8 | 0.036 | 18 | -1.6
CCCCCn1c(SCc2ccncc2)nc2cc(C(=O)NCc3ccco3)ccc2c1=O | -0.5 | . | . | 26 | . | -3 | 0.86 | 17 | 1.7
CC(=O)c1c(N)[nH]c(-c2ccccc2)nc1=S | 0.4 | 6 | -5 | 6 | -1.2 | -11 | -0.01 | -8 | 2.2
COc1cccc(C(=O)N(Cc2ccc3c(c2)OCO3)Cc2nc3ccccc3c(=O)[nH]2)c1 | 0.4 | 2 | 3 | 9 | 0.2 | -4 | 0.92 | -8 | 1.2
Cc1ccc(OCCC(=O)OCC(=O)N2c3ccccc3CC2C)cc1 (stereo not drawn) | 1.4 | 1 | -2 | 18 | -0.2 | -13 | 0.18 | -4 | -1.4
COc1ccc(NC(=O)c2cc(CN3C(=O)c4ccccc4C3=O)ccc2OC)cn1 | 0.0 | 25 | -15 | 0 | -0.5 | 18 | 0.063 | 12 | -2.6
O=C(NCC1CCCO1)C1c2ccccc2C(=O)N1Cc1ccc2c(c1)OCO2 (stereo not drawn) | 0.0 | -4 | 11 | 9 | 0.6 | 10 | 0.069 | 10 | -2.0

Record cards, from the list above.
Record of CCOC(=O)C1CCN(c2nc(-c3ccccc3)nc3c2oc2ccccc23)CC1 : HTR1E agonist = 1.5; Jurkat tox 60K = 4; S1P1 ag pot = 3; HEK293 NFkB inh = 16; S1P3 ag = -0.5; HTR1E antagonist = 2; D1 allo mod = 0.15; 5-HT1A blocker = -4; 5HT1a ag = 2.2
Record of COc1cc2c(=O)n(-c3ccc(C)cc3)c(=O)n(CC(=O)c3ccc4c(c3)OCO4)c2cc1OC : HTR1E agonist = 0.6; Jurkat tox 60K = -1; S1P1 ag pot = -19; HEK293 NFkB inh = -8; S1P3 ag = -0.5; HTR1E antagonist = -3; D1 allo mod = -1; 5-HT1A blocker = -3; 5HT1a ag = -0.7

Carrying on:
SMILES | HTR1E agonist | Jurkat tox 60K | S1P1 ag pot | HEK293 NFkB inh | S1P3 ag | HTR1E antagonist | D1 allo mod | 5-HT1A blocker | 5HT1a ag
O=C(O)CC(C(=O)OC1CCCCC1)N1CCOCC1 (stereo not drawn) | 0.0 | 0 | . | 6 | -0.2 | -4 | 0.2 | -2 | 0.1
CC(=O)c1cccc(NC(=O)CN(C2CCCCC2)S(C)(=O)=O)c1 | 0.3 | -2 | -6 | 13 | -0.6 | -4 | -0.034 | -9 | 1.0
COC(=O)c1ccc(N2C(=O)CC(N(C)CCc3ccc(OC)c(OC)c3)C2=O)cc1 (stereo not drawn) | 0.2 | -8 | -29 | 12 | 0.4 | -6 | 0.024 | -5 | -1.6
CCCS(=O)(=O)NCCc1cc2cc(C)c(C)cc2[nH]c1=O | -0.4 | -3 | -7 | -14 | -0.4 | 12 | 1 | 5 | -0.5
CCn1c(N)c(C(=O)NCC2CCCO2)sc1=S (stereo not drawn) | 0.0 | 0 | -9 | -2 | -0.9 | -6 | 1.7 | 5 | -3.0
O=C(Nc1ccc(Cl)cc1)c1ccsn1 | 0.2 | -9 | -22 | -25 | 0.6 | -8 | -1.2 | 2 | -0.9
O=C(Nc1ccccc1)N(C1=NCCCCS1)c1ccccc1 | 0.5 | -6 | -12 | -6 | 0.7 | -10 | 1.2 | 0 | -1.9
COc1ccc(CNc2ccc(S(N)(=O)=O)cc2)c(OC)c1OC | -0.8 | 4 | -13 | 2 | 0.1 | -3 | 5.3* | 5 | -3.3
CS(=O)(=O)N1CCCC(C(=O)NCc2ccccn2)C1 (stereo not drawn) | 0.5 | -1 | -16 | -14 | -0.5 | 3 | -1.8 | -6 | -2.8
Cc1ccc(-c2nnn(CC(=O)N(c3ccccc3)C(C(=O)NC3CCCC3)c3ccco3)n2)o1 (stereo not drawn) | 0.5 | 1 | -14 | 20 | -0.7 | -9 | 0.26 | -9 | -0.7
COc1ccc(NC(=O)CSc2nc(NS(=O)(=O)c3ccccc3)cc(=O)[nH]2)cc1 | -0.9 | 0 | 19 | 14 | 0.1 | 8 | 0.31 | 8 | -3.1
Cn1c(=O)c2cc(S(=O)(=O)NCCC(=O)Nc3ccccc3F)ccc2n(C)c1=O | -0.4 | -5 | -4 | 20 | -0.2 | 4 | 0.93 | 3 | -0.9
Cc1occc1C(=O)Nc1nnc(C(F)(F)F)s1 | 0.3 | 1 | -21 | 2 | -0.8 | 0 | -0.063 | -16 | -0.9
O=C(COc1ccc(Cl)cc1)NCc1nnc(SCC(=O)NCCc2ccccc2)o1 | -1.2 | 13 | 10 | 10 | -1.9 | 16 | -0.11 | 4 | -6.5
CCC1(CC)NC(=O)NC1=O | -1.4 | 1 | 7 | 5 | -1.0 | 13 | 0.57 | 2 | -2.2
CC(C)n1c(SCC(=O)Nc2ccc3c(c2)OCO3)nc2c1c(=O)n(C)c(=O)n2C | 1.6 | -4 | -17 | 3 | 1.4 | 15 | 9.1* | -7 | 4.3
O=C(CCn1c(=O)oc2ccccc21)N(Cc1ccccc1)c1ccccn1 | 0.2 | -12 | 16 | 0 | 1.3 | -8 | -0.044 | 1 | -0.7
CCCCCOC(=O)c1cc(=O)[nH]c2ccccc12 | 0.8 | 2 | -3 | 12 | -1.2 | -6 | . | -11 | -1.6
COC(=O)CN(c1nc(C)cc(OC)n1)S(=O)(=O)c1ccccc1 | -0.6 | . | 32 | . | -3.6 | 0 | . | . | 2.9
Cc1cc(SCC(=O)Nc2ccccc2)nc(C)n1 | -1.1 | 11 | -16 | 19 | -1.1 | 2 | 0.012 | -6 | -1.6
CC(=O)NC1(C(F)(F)F)NC(=O)N(CC(C)C)C1=O (stereo not drawn) | -0.4 | -5 | -8 | 16 | -0.4 | -2 | 0.067 | -1 | -3.3
Cn1c(=O)[nH]c(=O)c2c1ncn2CCCc1ccccc1 | 0.1 | 0 | -25 | 2 | -0.9 | 1 | -0.38 | -9 | -2.0
CCOC(=O)Nc1cccc2ccccc12 | 0.2 | 10 | 12 | 18 | 0.3 | 16 | . | 10 | -4.3
CCc1cc2c3c(c(=O)oc2cc1O)CCCC3 | -0.1 | -4 | -11 | 5 | 0.6 | -3 | 2.3 | 6 | 2.1
CCOC(=O)C1CCN(C(=O)CCn2c(=O)[nH]c3ccsc3c2=O)CC1 | 0.6 | . | . | 17 | . | -2 | -0.59 | 3 | 0.5
C/C(=C\C(=O)c1ccccc1)Nc1cccc(O)c1 | 0.3 | 5 | -18 | 13 | -0.9 | -2 | 4.1* | -7 | -2.0
COc1cc(-c2nnc3sc(-c4cccs4)nn23)cc(OC)c1OC | -0.3 | 9 | -3 | 20 | 1.4 | 38* | 1 | -20 | 4.9
CCN(CC)C(=O)C1CCCN(Cc2cccc(F)c2)C1 (stereo not drawn) | -0.6 | 3 | -28 | 6 | -0.7 | 8 | 0.98 | 10 | -0.6
O=C(c1ccco1)N1CCN(C(=O)c2cccc3c2C(=O)N(C2CCCCC2)C3)CC1 | 1.2 | -2 | -20 | 5 | 0.8 | 2 | -3.4* | 2 | 0.6
Cc1cccc(NC(=O)COc2ccc(Br)cc2C)n1 | -0.6 | 2 | -16 | -2 | -1.0 | -5 | 0.79 | 1 | -1.3
